High-throughput results (PubChem BioAssay)
GSK3beta inhib: blocks human GSK3beta kinase activity; P49841; GST-GSK3beta kinase, ADP-Glo luminescence, 60 min; hits give low values; activity score (negative = inhibition), % at 10 µM; hit rate 0.038% among 300,000;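 active means more than half of replicate wells score below -50%, meaning over 50% inhibition versus plate controls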;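 further: 0% = median DMSO wells and -100% = median GW8510 positive control wells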
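Test system: GST-tagged human GSK3beta kinase, cell-free; evaluation: activity score scaled between in-plate DMSO and GW8510 controls; measured by: ADP-Glo luminescence; incubation: 60 min reaction, RT; benchmarks: DMSO and 20 µM GW8510; reagent: peptide substrate plus 25 µM ATP (final); medium: Tris/MgCl2 kinase buffer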
DYRK1A inh: inhibitors of rat Dyrk1A kinase; inhibition, % at 12.5 µM; Q63470; hit rate 0.43% among 310,000; ADP-Glo luminescence, NFATc1 peptide; AID 504441; in the data active means inhibition above about 50%;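 further: plate controls were vehicle with enzyme for no effect and no enzyme for full effect; many of its hits are not listed in these tables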
hERG rescue: shields human hERG channel from block by proarrhythmic agents. activation (rescue from dofetilide block), less the hit threshold, % at 10 µM. AID 1511. hit rate 0.51% among 310,000. CHO-hERG, FluxOR thallium flux, dofetilide IC70 present;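 active means activation above the mean of controls blocked by dofetilide plus 5 SD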;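 further: thallium influx through hERG after potassium depolarization seen as dye fluorescence rise; in these data hits start at about 4.7%; inactives centre near -7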
PolyA inhibitor: yeast polyadenylation inhibition; S. cerevisiae SKY197-pL101 polyadenylation reporter, beta-gal luminescence; efflux-impaired pdr1/pdr3 knockout yeast; score 100 = 6 SD above DMSO; calls only at 12 µM; hit rate 0.02% among 300,000;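 active means lowest replicate activity score at least 50, where 100 means six control SD above control mean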;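 further: yeast exposed to compound for 9 h at 30 °C; higher score means more reporter readthrough which indicates perturbed polyadenylation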
KCNQ1 block: human KCNQ1 channel inhibition | CHO-K1 KCNQ1, FluxOR thallium flux fluorescence; hits give high values | hit rate 1.3% among 310,000 | P51787 | B-score at 10 µM;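 active means compounds whose thallium flux B-score, printed positive for inhibition, exceeds three library SD while starting fluorescence stays within three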;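 further: channel opened by potassium depolarization with thallium stimulus after 20 min compound exposure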
KCNK9 block: blocks the human KCNK9 two-pore domain potassium channel; HEK293 KCNK9, FluxOR thallium flux fluorescence; hits give low values; B-score at 10 µM; hit rate 1.2% among 310,000;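 active means ratio B-score over 3 SD below the library mean, with starting fluorescence within 5 SD of its mean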;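 further: negative B-score means less thallium flux so channel inhibition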
KCNK3 block: human KCNK3 channel inhibition, primary screen | O14649 | CHO-KCNK3 thallium flux, FluxOR fluorescence; hits give low values | B-score at 10 µM | hit rate 0.84% among 340,000 | AID 602410;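 active means B-score under library mean minus 4 SD, starting fluorescence ratio at most library mean plus 5 SD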;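 further: more negative B-score means stronger inhibition of thallium flux through KCNK3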
Target sequence (O14649 whole entry, looked up): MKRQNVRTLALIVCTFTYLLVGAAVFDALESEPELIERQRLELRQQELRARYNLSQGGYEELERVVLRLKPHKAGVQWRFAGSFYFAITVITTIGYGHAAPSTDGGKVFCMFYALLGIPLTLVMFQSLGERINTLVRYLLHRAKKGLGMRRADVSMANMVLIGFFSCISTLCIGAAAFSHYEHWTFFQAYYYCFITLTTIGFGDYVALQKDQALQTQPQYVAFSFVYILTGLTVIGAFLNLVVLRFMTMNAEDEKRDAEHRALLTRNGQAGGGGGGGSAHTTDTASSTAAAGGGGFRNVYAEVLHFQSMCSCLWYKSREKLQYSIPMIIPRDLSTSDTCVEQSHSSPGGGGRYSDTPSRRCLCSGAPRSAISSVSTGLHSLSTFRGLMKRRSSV
RGS4 act: potentiators or activators of RGS4. hit rate 0.92% among 310,000. B-score at 10 µM. AID 463111. HEK293 M3R/inducible RGS4, carbachol calcium flux Fluo4; hits give low values;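 active means B-score of the integrated calcium signal more than 4 SD below the library mean, with starting fluorescence not abnormally high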;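 further: negative B-score means reduced calcium response which marks RGS4 activation or potentiation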
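test system = M3R-expressing HEK293 line, RGS4 induced by doxycycline | probe or stimulus = carbachol at ECmax as muscarinic agonist stimulus | timing = dye loading 30 min 37 °C, buffer rest 30 min RT | signal = calcium dye Fluo4 fluorescence | evaluation = B score from integrated fluorescence ratio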
HDAC3 inh: blocks human histone deacetylase 3; AID 2718; inhibition, % at 8.3 µM; hit rate 0.15% among 320,000; recombinant HDAC3, fluorogenic peptide/trypsin coupled, fluorescence; in the data active means inhibition above about 26%, passing the limit was not always enough
KCNQ1 act: potentiators or activators of human KCNQ1 potassium channel | P51787 | CHO-K1 KCNQ1, thallium flux FluxOR fluorescence; hits give high values | B-score at 10 µM | AID 2648 | hit rate 0.35% among 310,000;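 active means fluorescence ratio B-score, a plate-corrected score, at least three library SD, with initial intensity B-score within 5 SD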
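assay system = KCNQ1-transfected CHO-K1 cells | medium = assay buffer with matched DMSO | probe or stimulus = depolarizing K+/Tl+ stimulus, K2SO4 and Tl2SO4 each 12.5 mM in 5x stock | dosing = single dose | incubation = dye 90 min, compound 20 min, room temperature | detection = kinetic FluxOR fluorescence, 10 s baseline plus 110 s post-stimulus | evaluation = ratio B score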
GSK3A inh: blocks human GSK-3 alpha kinase | P49840 | ADP-Glo luminescence, 60 min | inhibition, % at 10 µM | hit rate 0.1% among 320,000 | AID 2650;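 in the data active means inhibition above about 50%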;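 further: GST-tagged GSK-3 alpha with peptide substrate and 25 µM ATP; 0% = DMSO neutral wells and 100% = GW8510 positive control wells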
Target sequence (P49840 whole entry, looked up): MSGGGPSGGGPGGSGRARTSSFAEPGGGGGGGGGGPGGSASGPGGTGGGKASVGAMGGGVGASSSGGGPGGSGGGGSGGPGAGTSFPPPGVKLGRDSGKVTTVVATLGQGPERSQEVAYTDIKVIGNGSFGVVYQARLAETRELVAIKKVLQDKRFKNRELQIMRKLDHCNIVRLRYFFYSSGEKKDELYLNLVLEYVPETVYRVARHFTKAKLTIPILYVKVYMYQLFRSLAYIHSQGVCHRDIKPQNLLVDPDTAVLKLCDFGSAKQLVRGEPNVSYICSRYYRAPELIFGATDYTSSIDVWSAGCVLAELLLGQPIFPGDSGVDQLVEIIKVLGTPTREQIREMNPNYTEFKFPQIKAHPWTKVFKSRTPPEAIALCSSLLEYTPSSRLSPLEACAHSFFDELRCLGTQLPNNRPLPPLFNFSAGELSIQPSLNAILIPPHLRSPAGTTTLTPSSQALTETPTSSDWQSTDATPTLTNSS
Starred values were filed as active, the others as inactive; i = inactive; x = no result given. These rows are one share of the data, so the mix of outcomes need not match the whole.

SMILES	GSK3beta inhib	DYRK1A inh	hERG rescue	PolyA inhibitor	KCNQ1 block	KCNK9 block	KCNK3 block	RGS4 act	HDAC3 inh	KCNQ1 act	GSK3A inh
Cc1ccc(-c2c3c(nc4sc(C(N)=O)c(N)c24)CCC3)cc1	-2	7	-10	i	i	i	i	i	-2	i	29
Cc1c2ccccc2cc(Cc2ccccc2)[n+]1C	-1	6	-6	i	i	i	i	i	1	i	-3
COc1cc(COCC(O)CN2CCN(Cc3ccc4c(c3)OCO4)CC2)cc(OC)c1OC (centres undefined)	1	0	-13	i	i	i	i	i	3	i	-9
Cc1ccc2c(Cl)c(C(=O)NCCCn3ccnc3)sc2c1	1	11	-12	i	i	i	i	i	1	i	1
COCc1nnc(NC(=O)CCCOc2ccccc2)s1	5	0	-8	i	i	i	i	i	-5	i	2
CCOC(=O)N1CCN(C(=O)CCNS(=O)(=O)c2ccc(C)c(C)c2)CC1	x	x	-4	i	i	i	i	i	-1	i	0
CN(Cc1ccco1)C(=O)CCc1nc2sc3c(c2c(=O)[nH]1)CCCC3	4	2	-8	x	i	i	i	i	3	i	0
CNc1ccccc1NC(=O)CCn1c(=S)oc2ccccc21	2	-9	-7	i	i	i	i	i	0	i	1
NN1C(=O)/C(=C2/Sc3ccccc3N2CCCS(=O)(=O)O)SC1=S	-4	0	-3	x	i	i	i	i	6	i	7
COC(=O)c1ccc(C2/C(=C(/O)c3ccc(Cl)cc3)C(=O)C(=O)N2C2CCS(=O)(=O)C2)cc1 (centres undefined)	2	-3	-5	i	i	i	i	i	3	i	4
O=C(O)c1cccc(-n2c(O)c(C=C3N=c4ccccc4=N3)sc2=S)c1	5	2	-14	i	i	i	i	i	10	i	0
Cc1cccc(/C=N/NC(=O)c2cc(Br)ccc2O)n1	-2	-6	0	i	i	i	i	i	-5	11*	-1
CCN(CC(=O)N1CCOCC1)S(=O)(=O)c1ccccc1	2	3	-3	i	i	i	i	i	-4	i	-2
N/C(=N\OC(=O)c1ccc2ccccc2c1)c1ccccn1	3	2	-7	i	i	i	i	i	-1	i	0
O=C(N/N=C/c1cc([N+](=O)[O-])ccc1O)/C(=C\c1cccs1)NC(=O)c1ccccc1	8	1	-5	i	i	i	i	i	7	i	-3
CCOC(=O)C1CCN(S(=O)(=O)c2ccc(OCC(=O)OC)cc2)CC1	1	-6	-1	i	i	i	i	i	2	i	-1
CCCCn1c(CCC(=O)O)nc2cc(S(=O)(=O)N(CC)CC)ccc21	0	-7	-9	i	i	i	i	i	10	i	x
COc1ccc(OC)c(N=Cc2c(O)c3ccccc3oc2=O)c1	0	x	-1	i	i	i	i	i	-2	i	-35
COc1ccc(NC(=S)NC(=O)/C=C/c2ccco2)c(OC)c1	-2	2	-11	i	i	i	i	i	8	i	-1
CN(Cc1cccc(Cl)c1Cl)C(=O)c1cccc(S(=O)(=O)N2CCN(Cc3ccccc3)CC2)c1	3	-3	-10	i	i	i	i	i	18	i	-1

Laid out differently: results already given.
Values run as follows: GSK3beta inhib, DYRK1A inh, hERG rescue, PolyA inhibitor, KCNQ1 block, KCNK9 block, KCNK3 block, RGS4 act, HDAC3 inh, KCNQ1 act, GSK3A inh
N/C(=N\OC(=O)c1ccc2ccccc2c1)c1ccccn1
→ 3, 2, -7, i, i, i, i, i, -1, i, 0
O=C(N/N=C/c1cc([N+](=O)[O-])ccc1O)/C(=C\c1cccs1)NC(=O)c1ccccc1
→ 8, 1, -5, i, i, i, i, i, 7, i, -3
CCOC(=O)C1CCN(S(=O)(=O)c2ccc(OCC(=O)OC)cc2)CC1
→ 1, -6, -1, i, i, i, i, i, 2, i, -1
CCCCn1c(CCC(=O)O)nc2cc(S(=O)(=O)N(CC)CC)ccc21
→ 0, -7, -9, i, i, i, i, i, 10, i, x
COc1ccc(OC)c(N=Cc2c(O)c3ccccc3oc2=O)c1
→ 0, x, -1, i, i, i, i, i, -2, i, -35
COc1ccc(NC(=S)NC(=O)/C=C/c2ccco2)c(OC)c1
→ -2, 2, -11, i, i, i, i, i, 8, i, -1

Following part.
SMILES	GSK3beta inhib	DYRK1A inh	hERG rescue	PolyA inhibitor	KCNQ1 block	KCNK9 block	KCNK3 block	RGS4 act	HDAC3 inh	KCNQ1 act	GSK3A inh
O=c1[nH]c(C2CCN(S(=O)(=O)c3cccc([N+](=O)[O-])c3)CC2)nc2c1nnn2Cc1ccccc1	0	1	-5	i	i	i	i	i	0	i	1
Cc1cc(OC(C)C(=O)NCc2cccnc2)c2c(C)c(C)c(=O)oc2c1 (centres undefined)	7	1	-10	i	i	i	i	i	-4	i	-2
O=C(Nc1cccc(S(=O)(=O)NC2=NCCC2)c1)c1cc(-c2ccccn2)nc2ccccc12	-1	4	-11	i	i	i	i	i	-1	i	-1
O=C(c1ccccc1-c1ncc[nH]1)N1CCCC(Nc2ccc(F)cc2)C1 (centres undefined)	1	-2	-11	i	i	i	i	i	-4	i	0
COc1ccccc1N1CCN(C(=O)CCCN2C(=O)c3cccc4cccc(c34)C2=O)CC1	-1	2	-3	i	6*	i	i	i	-13	i	1
O=C(NCc1ccc2c(c1)OCO2)c1ccc(Br)cc1	-1	x	1	i	i	i	i	i	-2	i	-2
CCOC(=O)C1=C(C)N=c2s/c(=C/c3ccco3)c(=O)n2C1c1cccc(OC)c1 (centres undefined)	-9	x	-11	i	i	i	x	i	1	i	-2
CC1(C)Cc2ccccc2-c2nc(CN3CCOCC3)[nH]c(=O)c21	-1	34	-9	i	i	i	i	i	-5	i	-2
Cc1cccc(C(=O)NCC(=O)OCc2nnc(-c3ccccc3)o2)c1	-2	-5	-15	i	i	i	i	i	-18	i	-2
COc1ccc(CCNC(=O)CSCc2ccc(C)cc2)cc1OC	-1	-3	-8	i	i	i	i	i	-4	i	-3
Cc1ccc(N2CC(O)Cn3c2nc2c3c(=O)[nH]c(=O)n2C)cc1 (centres undefined)	3	x	-11	i	i	i	i	i	0	i	-1
COc1ccc(C2c3ccc(O)cc3Oc3ncn(CCN4CCOCC4)c(=N)c32)cc1OC (centres undefined)	2	3	-10	i	i	i	i	i	4	i	2
COCCn1c(-c2ccc(Cl)cc2)nc2oc3cc(OC)ccc3c(=O)c2c1=O	5	x	-9	i	i	i	i	i	-6	i	-2
O=C(C1COc2ccccc2O1)N1CCc2ccccc2C1 (centres undefined)	-2	-3	-10	i	i	i	i	i	-3	i	-2
CCn1cc(CN(C)C(=O)CSc2nc(-c3ccco3)cc(C(F)(F)F)n2)c(C)n1	2	-3	-12	i	i	i	i	i	4	i	-1
CCN1C(=O)[C@H]2[C@@H](c3ccc(-c4ccc(Cl)c(Cl)c4)cc3)N[C@@](C)(C(=O)OC)[C@H]2C1=O	2	-1	-15	i	i	i	i	i	2	i	-2
CCC(CC)C(=O)Nc1cc(C(=O)OC)ccc1C(=O)OC	0	3	-4	i	i	i	i	i	1	i	-1
CC(C)CC(c1nnnn1C(C)C)N1CCN(c2cccc(Cl)c2)CC1 (centres undefined)	2	1	-5	i	i	-9.9*	i	i	-3	i	-1
O=C(Nc1ccc2nc3n(c(=O)c2c1)CCCC3)c1cncc(Br)c1	2	-2	-11	i	i	i	i	i	6	i	-3
COCc1nnc(NC(=O)c2ccc(S(=O)(=O)N(C)c3ccccc3)cc2)o1	-1	3	-12	i	i	i	i	i	-1	i	-1
Cc1ccc(CCNC(=O)C2CC(c3ccccc3C(F)(F)F)=NO2)cc1 (centres undefined)	0	-2	-13	i	i	i	i	i	12	i	-3
COc1ccc([N+](=O)[O-])cc1NC(=O)Cn1ccc(C(F)(F)F)n1	0	x	-17	i	i	i	i	i	5	i	5
CCCC[C@@H]1CCCO[C@@](C(=O)NCc2ccc(C)o2)(C(F)(F)F)C1	-2	7	-9	i	i	i	i	i	4	i	-4
COc1cccc(/C=C/C(=O)OCC(=O)Nc2ccc(S(=O)(=O)N3CCCC3)cc2)c1	1	1	-9	i	i	i	i	i	-1	i	1
CCOC(=O)C[C@H]1c2ccc(C(F)(F)F)cc2S(=O)(=O)N1Cc1ccccc1	-2	-1	5	i	i	i	i	i	-1	i	4
COc1cccc(CN2CCN(CC(=O)NCCc3ccccc3)CC2)c1	2	0	-6	i	i	i	i	i	-7	i	-1
O=C(/C=C/c1cccs1)Nc1ccc(S(=O)(=O)Nc2ncccn2)cc1	1	6	-13	i	i	i	i	i	1	i	-1
CCOC(=O)Cn1nnnc1CN(Cc1ccc(OC)cc1)Cc1cc2cc(C)cc(C)c2[nH]c1=O	0	-1	-6	i	i	i	i	i	7	i	0
CCNC(=O)CC1C(=O)N(c2ccc(OC)cc2)C(=S)N1CCc1ccncc1 (centres undefined)	2	0	-11	i	i	i	i	i	3	i	-5
CCC(C)(C)NC(=O)CN(C(=O)C(=O)Nc1ccc2c(c1)OCCO2)C(C)(C)CC	3	-6	-11	i	i	i	i	i	6	i	-3
Cc1csc(NC(=O)CSCC(=O)Nc2ccccc2)n1	-4	9	-8	i	i	i	i	i	0	i	-1
CCOc1ccc(S(=O)(=O)NCCC(=O)NCCOc2ccccc2)cc1	-1	-3	-10	i	i	i	i	i	6	i	-5
CCN(CC)N=Nc1ccc(S(=O)(=O)Nc2c(C)n(C)n(-c3ccccc3)c2=O)cc1	4	-2	-7	i	i	i	i	i	2	i	-3
CC(NS(=O)(=O)c1ccc(F)cc1)C(c1cccs1)N1CCOCC1 (centres undefined)	3	1	-10	i	i	i	i	i	x	i	-1
CCn1c(C(O)c2ccc(C)cc2)nc2ccccc21 (centres undefined)	-2	2	-10	i	i	i	i	i	0	i	-2
COc1ccc(/C=N/NC(=O)C2CC2)c(OC)c1OC	2	-2	-3	i	i	i	i	i	-2	i	7
O=c1[nH]c2c(oc3ccccc32)c(=O)n1Cc1ccccc1	-1	-2	-5	i	i	i	i	i	-7	i	-1
Cn1cc(S(=O)(=O)N2CCOCC2)cc1C(=O)NCc1ccc(Cl)cc1	-1	1	-7	i	i	i	i	i	x	i	-1
